Assay outcomes from PubChem.
Growth percent in the NCI-60 one-dose screen (48 h, 10 µM unless noted): 100 = growth as untreated, 0 = no growth, -100 = all killed.
HL-60(TB) – HL-60(TB) leukemia cells; 78,000 compounds, 9% hits; active = growth percent below 10
Numbers without * were called inactive; & = joins results of further samples. This is a subset. The share of hits here may be higher or lower than overall.

SMILES | HL-60(TB)
O=[N+]([O-])c1ccc(N=NNc2ccc(N=Nc3ccccc3)cc2)cc1 | 90.2
CN(c1ccccc1)c1ncnc2c1ncn2C | 105.1
C[C@@H]1CN(c2nnc(-c3ccccn3)n2C)C[C@H](C)O1 | 103.0
CC(C)OC(=O)CCc1ccccc1 | 85.9
Cc1c(COc2ccccc2-c2nnc(-c3ccncc3)o2)c(C)c(COc2ccccc2-c2nnc(-c3ccncc3)o2)c(C)c1COc1ccccc1-c1nnc(-c2ccncc2)o1 | 102.4
CCOC(=O)c1cc2c([nH]1)-c1nc(Nc3ccccn3)sc1CCC2 | 92.5
O=C1C(=O)N(Cc2cn(Cc3ccccc3)nn2)c2ccccc21 | 102.5
CCCN(CCC)CC(O)c1cc2c(Cl)cc(Cl)cc2c2cc(C(F)(F)F)ccc12 (configuration not stated) | 80.8
C=Cc1c2c(c3ccc4c5ccccc5ccc4n13)C(=O)c1ccccc1C2=O | 100.3
CN1C(=O)N(C)C2Nn3c(s/c(=C\c4ccc(F)cc4)c3=O)=NC21 (configuration not stated) | 95.8
Oc1ccc(N=Cc2c(O)ccc3ccccc23)cc1 | 77.3
COc1ccc(CCNc2nc(C)cc(N3CCOCC3)n2)cc1 | 76.6
S=c1nc(CS)[nH]c2ccccc12 | 101.3
NC(=O)NS(=O)(=O)c1ccc(N2N=C(C(F)(F)F)CC2c2cc(C(F)(F)F)cc(C(F)(F)F)c2)cc1 (configuration not stated) | 38.7
NC(CCl)=NCC12CC3CC(CC(C3)C1)C2 | -30.2*

Overlap with the part before: 2 entries; new compounds follow.
SMILES | HL-60(TB)
NC(=O)NS(=O)(=O)c1ccc(N2N=C(C(F)(F)F)CC2c2cc(C(F)(F)F)cc(C(F)(F)F)c2)cc1 (configuration not stated) | 38.7
NC(CCl)=NCC12CC3CC(CC(C3)C1)C2 | -30.2*
CC(C)c1ccc2c(c1)CC[C@H]1[C@](C)(CN)CCC[C@]21C | 110.9
CCOC(=O)/C=C(/OP(=O)(OCC)OCC)C(=O)OCC | 102.3
O=C(O)c1ccc(Cn2cnc3c(=O)[nH]cnc32)cc1 | 73.2
CCOC(=O)/C(C#N)=C\N1CCNc2ccccc21 | 102.1
Cc1cc(C)c(C(=O)CC(=O)c2cccnc2)c(C)c1 | 36.8
CS(=O)(=O)CC(=N\O)/C(CS(C)(=O)=O)=N/O | 101.9
Cn1ncc(CC(=O)O)c1-n1cnc2cc(Cl)ccc2c1=O | 78.5
CN1C(=O)N(c2ccccc2)C2C1NN=c1s/c(=C\c3ccccc3)c(=O)n12 (configuration not stated) | 98.5
O=c1[nH]cc(I)cc1I | 86.4
Cc1c(C(=O)/C=C/Nc2ccc(S(N)(=O)=O)cc2)sc2nc3ccccc3n12 | 92.8
CC1(C)CNC(=O)N1 | 101.3
CC(C)(C)n1cc(-c2ccnc(NCCCNS(=O)(=O)c3ccc(Cl)cc3)c2)c(-c2cccc(O)c2)n1 | -46.1*
CC(=O)Nc1nc2c(c(N)c1C#N)C(c1cccc(Br)c1)C1=C(CC(C)(C)CC1=O)N2c1sc2c(c1C#N)CCCC2 (configuration not stated) | 26.3
Cc1ccc(S(=O)(=O)C(C)C(=O)Nc2ccc(S(N)(=O)=O)cc2)cc1 (configuration not stated) | 92.4
NC(=O)C[N+](=O)[O-] | 103.8
Nc1ccc(S(=O)(=O)NCC(=O)O)cc1 | 109.7
CS(=O)(=O)c1ccc(-c2nc3ccccc3[nH]2)cc1 | 99.0
O=C(OCC1OC(F)C(OC(=O)c2ccccc2)C1OC(=O)c1ccccc1)c1ccccc1 (configuration not stated) | 95.0
CCCCCCCCCC(=O)CCCCCCC | 100.4
c1ccc(-c2nc3c4c5c(sc4ncn3n2)CCCC5)cc1 | 95.5
COCCNC1=C(Cl)C(=O)c2ccccc2C1=O | 110.1
O=c1[nH]c2ccccc2cc1-c1nnc(-c2cccnc2)o1 | 87.6
CCC1CN(CC(O)c2ccc(Br)cc2)CCO1 (configuration not stated) | 115.7
COP(=O)(OC)C(O)c1ccc(Cl)cc1Cl (configuration not stated) | 113.6
O=c1c2c3c(sc2n2cnnc2n1Cc1ccccc1)CCCC3 | 84.3
N#Cc1cnn2c1NC1=C(CCc3ccccc31)C2c1ccc(Cl)cc1 (configuration not stated) | 105.9
Cn1c(/C(C#N)=C/c2ccc3ccccc3c2)cc2ccccc21 | -6.9*
CC1=NN(c2nc(-c3ccc(F)cc3)c(C#N)c(N3CCOCC3)n2)C(=O)C1 | 67.8
CCNC(=O)Oc1ccc(/C(=C(/C)c2ccccc2)c2ccc(OCCN(C)C)cc2)cc1 | 54.8
Cc1ccc(S(=O)(=O)Oc2ccc(-c3ccc4occc4c3)cc2)cc1 | 99.3
COc1ccc(-c2cnoc2-c2ccc(OC)cc2O)cc1 | 26.4
N#Cc1c(F)cc(-n2c(C(=O)N3CC(F)C3)cc3cccnc32)cc1F | 99.7
O=C1NN(c2ccccc2)C(c2cccnc2)=N/C1=C\c1ccccc1 | 110.3
CN1CC(=O)N(/N=C2\C(=O)Nc3ccccc32)C1=S | 107.1
O=C(Nc1ccc(Cl)c(Cl)c1)N1CCN(c2cc(-c3cn(-c4ccccc4)nc3-c3cccc(O)c3)ccn2)CC1 | 23.8
CC1=C(C)C(=O)C(Nc2ccc3c(c2)OCCO3)=C(Br)C1=O | -44.2*
COc1ccc(C2CC(c3ccc(OC)cc3OC)=NN2C(=O)c2ccc(S(N)(=O)=O)cc2)cc1 (configuration not stated) | 94.5
CC1=CSC2=NC(c3ccc(Cl)cc3)=CC(c3ccc(C)cc3Br)N12 (configuration not stated) | 95.6
COc1cccc2c1OC1(CCN(Cc3ccccc3)CC1)N1N=C(c3ccccc3)CC21 (configuration not stated) | 101.3
Cc1ccc2nc(COc3ccc(C(=O)NNC(=O)Nc4ccc(Cl)cc4)cc3)[nH]c2c1 | 81.8
O=C(CSc1nnc(-c2ccncc2)o1)N/N=C/c1ccc(Cl)cc1 | 110.2
O=C(O)C(Cc1ccccc1)N1C(=O)/C(=C/c2cccnc2)SC1=S (configuration not stated) | 100.3
O=C1c2cccnc2C(=O)c2c1c(C(=O)N1CCCCC1)c1ccccn21 | 90.0
O=C1NN(C(=O)c2ccc([N+](=O)[O-])cc2)C(c2ccccc2)=N/C1=C/c1ccoc1 | 89.8
Cc1nc2cc(C)c(C)cc2o1 | 100.5

Other results follow:
SMILES,HL-60(TB)
O=C(O)C[n+]1ccccc1,80.6
Cc1cc(N2CCCC2)nc(N(CCNc2ccnc3cc(Cl)ccc23)Cc2ccco2)n1,-52.8*
O=C(O)c1ccc(-c2ccc(/C=N/NC(=O)c3[nH]c4ccc(Br)cc4c3-c3ccccc3)s2)cc1,-5.5*
Cc1cc(C)c(C)c(I)c1C,94.0
O=C1NC(=S)NC(=O)C1=Cc1cccc(C=C2C(=O)NC(=S)NC2=O)c1,100.6
Clc1ccc2c(NCCCNc3nccc(Nc4ccc(Br)cc4)n3)ccnc2c1,-69.2*
CCOC(=O)CCN(C(=O)Nc1ccccc1)C1CCCCC1,113.1
Cc1ccc(S(=O)(=O)c2nc(-c3ccccc3)oc2S(C)=O)cc1 (configuration not stated),-47.4*
Cc1ccc2c(c1C)N1OC(C2)C[C@H]1c1cccc2ccccc12 (some centres not stated),104.0
CCOC(=O)Cc1csc2nc(-c3ccccc3)nn12,53.0
Fc1ccc(Nc2nc(Nc3ccc(-c4nc5ccccc5[nH]4)cc3)c3cn[nH]c3n2)cc1,91.4
O=C(NCCc1ccccc1)/C(=C\c1ccc(Cl)cc1Cl)NC(=O)c1ccccc1,112.3
NCC(=O)OC(c1ccccc1)(c1ccccc1)c1ccccc1,103.6
C=CCC(CCC(CC=C)C(=O)O)C(=O)O (configuration not stated),105.8
CCCCN(CCCC)C(=O)c1ccccc1C,93.3
Cc1ccc(N2CCN(CC(O)COc3cccc4ccccc34)CC2)cc1 (configuration not stated),89.5
O=C(O)c1cn(-c2ccc(F)cc2)c2cc(N3CCNCC3)c(F)cc2c1=O,95.6
OC(c1cccc2ccccc12)c1nccn1Cc1ccccc1 (configuration not stated),98.2
C=C(Cl)COC(=O)C(C)(C)O,103.3
COc1ccc(NC(=O)Nc2ccc(-c3ccc(OC)c(OC)c3)nc2C)cc1,85.7

5 records drawn at random from those above:
SMILES,HL-60(TB)
CN1C(=O)N(C)C2Nn3c(s/c(=C\c4ccc(F)cc4)c3=O)=NC21 (configuration not stated),95.8
CCC1CN(CC(O)c2ccc(Br)cc2)CCO1 (configuration not stated),115.7
CCOC(=O)CCN(C(=O)Nc1ccccc1)C1CCCCC1,113.1
N#Cc1cnn2c1NC1=C(CCc3ccccc31)C2c1ccc(Cl)cc1 (configuration not stated),105.9
O=C(NCCc1ccccc1)/C(=C\c1ccc(Cl)cc1Cl)NC(=O)c1ccccc1,112.3

Additional entries
SMILES,HL-60(TB)
O=C(Cc1c[nH]c2ccccc12)NNCc1ccc(N(CCCl)CCCl)cc1,26.3
N#Cc1nc(-c2ccccc2)oc1N1CCC(S(=O)(=O)N2CCCCC2)CC1,116.8
Cc1cc2c(c3c1C(=O)CC3)C(C)(C)C(C)C2(C)C (configuration not stated),99.3
COCC(O)CN1CCN(c2ccccc2)CC1 (configuration not stated),89.0
CC(=O)NC(Cc1c[nH]c2ccccc12)C(=O)O (configuration not stated),126.4
N#CCCN1C/C(=C/c2ccccc2)C(=O)/C(=C/c2ccccc2)C1,43.2
CCCCCCCC(=O)SCC/C=C/[C@@H]1CC(=O)NCc2cccc(n2)C2=N[C@@](C)(CS2)C(=O)N[C@@H](C(C)C)C(=O)N1,24.7
O=C(O)C(CCCCN1C(=O)c2ccccc2C1=O)N1C(=O)c2ccccc2C1=O (configuration not stated),95.4
O=C1C2=C(C(=O)c3c(O)ccc(O)c31)N(c1cccnc1)Cc1ccccc1O2,-23.5*
CN(C)c1ccc2nc3ccc(=N)cc-3sc2c1,-28.5*
Clc1cccc(NCOOC2(OOCNc3cccc(Cl)c3)CCCCCC2)c1,78.8
Fc1ccc(Nc2ncnc3ccc(-c4cnc5[nH]ccc5c4)cc23)cc1Cl,-22.3*
CCOC(=O)CC(S(=O)(=O)c1ccccc1)S(=O)(=O)c1ccccc1,67.9
CCCCCCCC/C=C\CCCCCCCC(=O)OCCCCCCCCCCCCCCC,110.7&119.6
COc1ccccc1NC(=O)Nc1ccc(-c2nc3ccccc3o2)cc1,88.5
O=C(Nc1ccccc1O)c1ccc(Oc2cccc(C(=O)Nc3ccccc3O)c2)cc1,-40.4*
O=C(COc1ccc(-c2nc3cc(Cl)c(Cl)cc3[nH]2)cc1)N=Nc1c(O)[nH]c2ccc([N+](=O)[O-])cc12,77.6
CO/N=C(\C)c1ccc(NC(=O)CN2CCN(c3cc4c(cc3F)c(=O)c(C(=O)O)cn4C3CC3)CC2)cc1,92.3
NCCN1CCNCC1,97.6
CC(=O)c1cc(C(=O)c2ccc(Br)cc2)n2cc(C)cc(C)c12,83.3
CC(=O)NC1C(O[C@H]2C[C@H]3[C@@H]4CC=C5C[C@@H](O)CC[C@]5(C)[C@H]4CC[C@]3(C)[C@H]2[C@H](C)C(=O)CCC(C)C)OCC(O)C1O (some centres not stated),10.1
CSc1nc(NCCO)c(C#N)c(-c2cccc([N+](=O)[O-])c2)n1,104.4
CC1(c2ccccc2)CO1 (configuration not stated),104.7
COc1ccccc1Cn1cc2c(c1-c1ccccc1)CCCc1cnoc1-2,102.2
C#CC(=O)Nc1cccc(Nc2nc3c(c(NCc4ccccc4)n2)CCCC3)c1,-25.5*
N#Cc1cnc(NC2C3CC2C3)nc1-n1cnc2ccccc21 (configuration not stated),74.1
O=C1NC(=O)C(c2ccc(Cl)cc2)(c2ccccc2Cl)N1 (configuration not stated),105.8
Cc1ccc(C2CC(c3ccc(NC(=S)Nc4ccccc4)cc3)=NN2c2ccc(S(C)(=O)=O)cc2)cc1 (configuration not stated),99.6
Fc1cccc(-c2ccc3c(c2)C2(CCNCC2)CN3)c1,108.3
Cc1ccccc1NC(=O)N/N=c1\cc(C)c2ccc(O)cc2o1,97.6
CN(C)c1ccc(/C=C/C(=O)c2ccccc2)cc1,66.7
COc1ccc(C2=Nc3c(N)nc(N)nc3NC(c3ccc(Oc4nc(Nc5ccc(F)cc5)nc(N(C)C)n4)c(OC)c3)C2)cc1 (configuration not stated),32.6
CN(CC(O)c1ccccc1)c1ccccc1 (configuration not stated),120.2
CCN(CC)CCn1c(CO)nc2c1c(=O)n(C)c(=O)n2C,107.3
Cc1ccc(C(=O)NN2C(=O)CSC2c2ccc(N(C)C)cc2)cn1 (configuration not stated),61.7
NN1C(=O)c2ccccc2C1=O,84.3
S=C(N/N=C/c1cccc(I)c1)NC12CC3CC(CC(C3)C1)C2,94.0
CCOC(=O)c1[nH]c(Cc2[nH]c(C)c(C(=O)OCC)c2C)c(C(=O)OCC)c1C,110.3
CCOC(=O)c1[nH]n(-c2ccccc2)c(=O)c1/C=N/C(=S)NCc1ccccc1,97.9
CC(C)CN1CC(C)C(=O)NC1=S (configuration not stated),102.0

Single entries from above:
Under HL-60(TB), CN(C)c1ccc(/C=C/C(=O)c2ccccc2)cc1 has the entry 66.7
Under HL-60(TB), CN(CC(O)c1ccccc1)c1ccccc1 (configuration not stated) has the entry 120.2
Under HL-60(TB), COc1ccc(C2=Nc3c(N)nc(N)nc3NC(c3ccc(Oc4nc(Nc5ccc(F)cc5)nc(N(C)C)n4)c(OC)c3)C2)cc1 (configuration not stated) has the entry 32.6
Under HL-60(TB), C#CC(=O)Nc1cccc(Nc2nc3c(c(NCc4ccccc4)n2)CCCC3)c1 has the entry -25.5*
Under HL-60(TB), CC1(c2ccccc2)CO1 (configuration not stated) has the entry 104.7

(more compounds)
SMILES,HL-60(TB)
C=C(C)[C@@H]1CC[C@]2(C(=O)N[C@@H](Cc3ccccc3)C(=O)OC)CC[C@]3(C)[C@H](CC[C@@H]4[C@@]5(C)CCC(=O)C(C)(C)[C@@H]5CC[C@]43C)[C@@H]12,56.0
O=C1NC(=S)N/C1=C\c1ccccc1O,98.0
CCCNC(=O)C[C@H](CCC(F)(F)F)C(=O)N[C@H]1N=C(c2ccccc2)c2ccccc2N(C)C1=O,86.9
O=C(N/N=C\c1ccc([N+](=O)[O-])cc1)C1CC1,105.6
Nc1c(C(=O)Nc2cccc3ccncc23)sc2nc3c(cc12)C(=O)CCC3,14.7
CCCCCOC(=O)Nc1ncccn1,97.2
